KCNH2 WT inh: qHTS for Inhibitors of KCHN2 3.1: Wildtype qHTS | Voltage-gated inwardly rectifying potassium channel KCNH2 (Homo sapiens), Q12809 | U2OS, BacMam KCNH2, thallium flux FluxOr; active compounds read low | activity change, % at 1.84 µM | 0.37% of 340,000 active | AID 720551, 2013;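 active = maximum activity change below -70%; inconclusive = maximum activity change between -70% and -50%; inactive = maximum activity change above -50%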; note: % is set by controls: 0 for no effect and ±100 for the full control effect
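U2OS cells transduced with wild-type KCNH2 virus are loaded with FluxOr dye for 45 min, and thallium flux is measured in kinetic reads before and after stimulation buffer. Rate constants are normalized to DMSO controls.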
Menin-MLL TR inh: qHTS Assay for Inhibitors Targeting the Menin-MLL Interaction in MLL Related Leukemias: Competition With Texas Red Labeled MLL-derived Mutant Peptide; Potency, µM (titrated, usually from 61.6 µM), for inactives: at the top dose FP activity change, negative = inhibition, hits mostly inhibitors; 0.23% of 270,000 active; Menin + Texas Red MLL mutant peptide, fluorescence polarization; O00255; AID 1768, 2009; active = well fitted inhibition curve with a large enough effect in the polarisation, with a control signal flat, not every such curve was filed as active; inconclusive = small, poorly fitted or top-dose-only effect, or effect the other way, or a change in a side signal; inactive = no such curve, though single readings can be large or run the other way; the % refers to the polarisation; note: potency is the fitted concentration of half-maximal effect; % of control where 0% means no effect; many of its hits are not listed in these tables
Target sequence (O00255 whole entry, looked up): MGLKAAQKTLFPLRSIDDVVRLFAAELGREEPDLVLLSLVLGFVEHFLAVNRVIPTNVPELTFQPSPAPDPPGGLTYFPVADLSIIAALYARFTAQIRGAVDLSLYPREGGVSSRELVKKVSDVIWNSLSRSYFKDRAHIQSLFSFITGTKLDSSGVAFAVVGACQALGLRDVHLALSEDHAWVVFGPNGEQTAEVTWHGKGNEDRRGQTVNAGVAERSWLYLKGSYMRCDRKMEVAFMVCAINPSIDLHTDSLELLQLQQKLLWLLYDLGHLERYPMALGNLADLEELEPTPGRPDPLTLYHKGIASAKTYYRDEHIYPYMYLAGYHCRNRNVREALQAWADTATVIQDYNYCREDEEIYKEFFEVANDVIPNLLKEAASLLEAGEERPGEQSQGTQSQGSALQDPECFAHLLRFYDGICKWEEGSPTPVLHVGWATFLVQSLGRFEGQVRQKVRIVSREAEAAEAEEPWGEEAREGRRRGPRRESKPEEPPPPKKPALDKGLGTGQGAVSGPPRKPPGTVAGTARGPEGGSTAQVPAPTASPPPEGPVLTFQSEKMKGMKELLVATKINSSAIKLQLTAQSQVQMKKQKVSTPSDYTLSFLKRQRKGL
Eya2 inh: qHTS Assay for Inhibitors of the Phosphatase Activity of Eya2 | Protein phosphatase EYA2 (Homo sapiens), O00167 | recombinant Eya2, OMFP fluorescence dephosphorylation (OMFP is methylfluorescein phosphate) | Potency, µM (series often up to 76.9 µM), for inactives: top-dose activity, negative = inhibition, most hits filed as inhibitors | 0.006% of 330,000 active | AID 488837, 2010; note: potency is the fitted concentration of half-maximal effect; % is set by controls: 0 for no effect and ±100 for the full control effect
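Eya2 protein (added as 0.2 uM solution) was preincubated with compound for 10 min at ambient temperature in 50 mM HEPES pH 7.5, 50 mM NaCl, 5 uM MgCl2, 0.05% BSA, 1 mM DTT. OMFP (added at 50 uM) then reacted 10 min; fluorescence read at 485/525 nm.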
PKM2 activator: qHTS Assay for Activators of Human Muscle isoform 2 Pyruvate Kinase | Pyruvate kinase PKM (Homo sapiens), P14618 | 0.34% of 260,000 active | Potency, µM (titrated, usually from 57.5 µM), for inactives: at the top dose activation, hits mostly activators | purified PKM2, Kinase-Glo ATP luminescence, activation; response scale: 0% is enzyme alone, no compound; note: potency is the fitted concentration of half-maximal effect; % is set by controls: 0 for no effect and ±100 for the full control effect; nearly all actives have a fitted effect of over 55% in size
Target sequence (P14618 whole entry, looked up, canonical isoform): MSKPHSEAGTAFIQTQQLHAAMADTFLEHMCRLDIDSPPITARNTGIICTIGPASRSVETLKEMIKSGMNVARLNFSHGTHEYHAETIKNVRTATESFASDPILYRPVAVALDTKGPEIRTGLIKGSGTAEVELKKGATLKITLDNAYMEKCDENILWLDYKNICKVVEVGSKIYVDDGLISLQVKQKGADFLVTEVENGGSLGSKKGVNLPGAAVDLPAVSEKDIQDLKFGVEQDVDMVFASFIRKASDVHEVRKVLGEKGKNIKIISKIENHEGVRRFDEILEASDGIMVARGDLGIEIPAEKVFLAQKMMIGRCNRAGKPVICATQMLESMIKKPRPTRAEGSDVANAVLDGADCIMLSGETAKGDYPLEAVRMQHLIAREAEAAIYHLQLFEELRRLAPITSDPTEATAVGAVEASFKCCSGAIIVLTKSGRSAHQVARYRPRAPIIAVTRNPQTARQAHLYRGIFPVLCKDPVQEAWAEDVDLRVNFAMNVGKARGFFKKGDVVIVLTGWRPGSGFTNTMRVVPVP
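Kinase-Glo luminescence reports ATP generated from ADP (0.1 mM) and PEP (0.5 mM) by purified hPK-M2 after 1 h at room temperature, pH 7.2 imidazole buffer; intermediate enzyme activity allows detecting inhibitors and activators.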
S-ASM inh: Inhibitors of Secretory Acid Sphingomyelinase (S-ASM): qHTS; Sphingomyelin phosphodiesterase (Homo sapiens), P17405; placental ASM, HMU-PC fluorogenic substrate, 60 min; Potency, µM (series often up to 57.5 µM), inactives show top-dose activity change, negative = inhibition, usual class: inhibitors; 0.006% of 340,000 active; note: potency is the fitted concentration of half-maximal effect
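HMU-PC0 cleavage (9 uM final) by human placental ASM, 60 min at 37 °C following 10 min compound exposure at RT; stopped at pH 10, fluorescence Ex 386/Em 447 nm.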
MBNL1 CUG block: qHTS Assay for Inhibitors of MBNL1-poly(CUG) RNA binding; TR-FRET MBNL1-His/biotin-(CUG)12 binding, 665/545 ratio; Potency, µM (series often up to 57.5 µM), without a hit: at the top dose activity change, negative = inhibition, most hits filed as inhibitors; Muscleblind-like protein 1 (Homo sapiens), Q9NR56; 0.036% of 280,000 active; active = well fitted inhibition curve with a large enough effect in the signal ratio, with a control signal flat, not every such curve was filed as active; inconclusive = small, poorly fitted or top-dose-only effect, or effect the other way, or a change in a side signal; inactive = no such curve, though single readings can be large or run the other way; the % refers to the signal ratio; note: potency is the fitted concentration of half-maximal effect; % is set by controls: 0 for no effect and ±100 for the full control effect
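His-tagged MBNL1 binding to biotinylated (CUG)12 RNA was measured by TR-FRET using terbium anti-His antibody (0.055 ng/ul final) and streptavidin-XL665 (5 nM final). Compounds were titrated 92 nM to 58 uM; 60 min at room temperature.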
BCR signal inh: qHTS Assay to Find Inhibitors of Chronic Active B-Cell Receptor Signaling. Potency, µM (series often up to 46.1 µM), without a hit: at the top dose ratio change, negative = lower green/red ratio, usual class: inhibitors. ABC-DLBCL IkBa-CBG/CBR reporter, luminescence ratio, 4 h. AID 493014, 2011. 0.05% of 340,000 active; active = well fitted inhibition curve with a large enough effect in the signal ratio, with a control signal flat, not every such curve was filed as active; inconclusive = small, poorly fitted or top-dose-only effect, or effect the other way, or a change in a side signal; the % refers to the signal ratio;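 note: potency is the fitted concentration of half-maximal effect; plate controls were basal doxycycline-induced cells for no effect and cells given 10 µM MG132 for full effect; MG132 reads +100%, hits lower the ratio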
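TMD8 human ABC-DLBCL cells with doxycycline-inducible IκBα–green luciferase fusion and unfused red luciferase, in 0.5% FBS medium; compounds up to 46 uM, 4 h at 37C. Green/red luminescence ratio, filter-overlap corrected, fitted to concentration-response curves.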
USP2a block: qHTS Assay for Inhibitors of Ubiquitin-specific Protease USP2a Using CHOP2 as the Reporter. Ubiquitin carboxyl-terminal hydrolase 2 (Homo sapiens), O75604. USP2 core, Ub-CHOP2 coupled fluorogenic reporter, 485/531. Potency, µM (highest dose often 38.3 µM), inactives show at the highest dose activity change, negative = inhibition, actives largely listed as inhibitors. 0.01% of 330,000 active;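 note: potency is the fitted concentration of half-maximal effect; plate controls were DMSO wells for no effect and full inhibition by NEM control for full effect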
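Cell-free coupled assay: 10nM USP2 core preincubated 30min RT with compound in Tris-HCl pH 8.0/CaCl2/CHAPS buffer, then 25nM Ub-CHOP2 and 25nM reporter substrate; fluorescence (Ex 485/Em 531) read after 60min RT, normalized to NEM inhibition, concentration-response curves fitted.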
Mito fusion yeast: qHTS Assay for Small Molecule Inhibitors of Mitochondrial Division or Activators of Mitochondrial Fusion. 0.23% of 320,000 active. S. cerevisiae fusion-defective mutant growth rescue, CellTiterGlo 48 h. Potency, µM (top dose mostly 46.1 µM), without a hit: top-dose growth rescue (activation), hits mostly activators;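 note: potency is the fitted concentration of half-maximal effect; % of control where 0% means no effect; nearly all actives have a fitted effect of over 45% in size; temperature-sensitive fusion mutants such as fzo1-1 at 37 °C on non-fermentable ethanol glycerol medium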
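S. cerevisiae fusion-defective temperature-sensitive mutants (e.g. fzo1-1, mgm1-5) grown 48 h at 37C in YPEG (ethanol/glycerol non-fermentable) medium with 23 nl compound per well; growth rescue read as CellTiterGlo luminescence.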
TSHR antag: Antagonists of the Thyroid Stimulating Hormone Receptor: HTS campaign; AID 504810, 2011; 0.2% of 330,000 active; Thyrotropin receptor (Homo sapiens), P16473; TSHR-expressing cells, TSH-stimulated cAMP HTRF, 2 h; active compounds read low; activity change, negative = inhibition, % at 11.5 µM;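 active = activity change below a set negative limit, meaning inhibition stronger than a set level, cut at about -70% in these data; inconclusive = activity change between two set negative limits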; note: % is set by controls: 0 for no effect and ±100 for the full control effect
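Cell-based HTRF cAMP assay; TSHR cells + compound, TSH EC80 (4nM final), 2 h, 37 deg C. Lysis with anti-cAMP cryptate and cAMP-d2, 30 min RT, read 665/620 nm.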
GALK inhibitor: qHTS Assay for Inhibitors of Human Galactokinase (GALK) | AID 1868, 2009 | Potency, µM (titrated, usually from 57.5 µM), inactives show at the highest dose activity change, negative = inhibition, usual class: inhibitors | Purified GALK, Kinase-Glo residual ATP luminescence | 0.007% of 270,000 active; note: potency is the fitted concentration of half-maximal effect; % is set by controls: 0 for no effect and ±100 for the full control effect
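Compounds were pin-transferred into ATP buffer (35 uM final), then GALK plus galactose (5 nM, 100 uM final) was added. After 1 h at room temperature, Kinase-Glo Plus was added and luminescence read after 10 min.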
The depositor's hits bear a star; ? = inconclusive; · = no result given; & = joins results of further samples; [ ] = another dose, or the depositor's remark. Unless noted, calls come from the whole dose curve; as a rule, active = well fitted curve in the direction sought with a large enough effect; inconclusive = small, poorly fitted or top-dose-only effect, or another doubt; inactive = no such curve, though single readings can be large; an effect the other way counts as inactive or inconclusive. A portion of the library; rates above refer to the full screens.

SMILES	KCNH2 WT inh	Menin-MLL TR inh	Eya2 inh	PKM2 activator	S-ASM inh	MBNL1 CUG block	BCR signal inh	USP2a block	Mito fusion yeast	TSHR antag	GALK inhibitor
CCC(C)(C)C1CCC(=NNC(=S)Nc2cccnc2)CC1 (stereo not drawn)	-3.2	-10.2%	4.4%	2.6%	-3.1%	4.0%	3.2%	2.1%	-7.4%	-11.2	1.2%
COc1ccc(NC(=O)c2c([N+](=O)[O-])c(C(C)(C)C)nn2C)cc1	-12.2	·	1.7%	0.5%	-3.2%	9.0%	1.3%	0.6%	1.2%	-2.1	3.6%
O=C(O)c1ccccc1CSc1ncn[nH]1	2.2	·	12.4%	-3.6%	3.1%	0.4%	-9.2%	3.9%	0.7%	-0.2	-0.1%
CCCCC(CC)COP(=O)(OCC(CC)CCCC)OCC(CC)CCCC (stereo not drawn)	7.4	·	18.4%	·	-3.8%	·	?	2.3%	-14.1%	2.8	·
O=C(c1cc2cc(Cl)ccc2o1)N1CCCCCC1	31.6	·	5.8%	·	2.2%	·	12.6%	0.9%	11.1%	-20.4	·
CS(=O)(=O)c1nc(-c2ccc(Br)cc2)cc(-c2ccccc2)c1C#N	3.0	-3.9%	7.2%	4.3%	-6.5%	22.0%	?	?	-1.9%	?	0.9%
Cc1nc(N2CCN(c3ccccn3)CC2)c2c(C)c(C(=O)Nc3c(C)cc(Br)cc3C)sc2n1	1.2	15.4%	-14.4%	-3.4%	-4.0%	40.8%[activator]	2.0%	2.6%	15.3%	2.2	-2.7%
Cc1c(NC(=O)C(C)N2C(=O)NC3(CCC(C)CC3)C2=O)c(=O)n(-c2ccccc2)n1C (stereo not drawn)	-5.0	10.1%	-1.3%	4.1%	1.4%	-4.8%	4.7%	5.7%	0.8%	-3.9	-1.4%
CCc1nn(C(CC)C(=O)NCC(C)c2ccccc2)c(=O)c2cc3occc3n12 (stereo not drawn)	-7.8	-5.0%	1.4%	-6.6%	-2.4%	1.8%	3.6%	0.0%	8.5%	-7.0	·
CC(=O)Nc1ccc(Oc2cc(C#N)c(C#N)cc2N2CCOCC2)cc1	-1.2	·	2.8%	-3.0%	-2.3%	6.1%	20.6µM*	1.0%	2.1%	-0.7	-0.7%
CCCN(c1ccc(C(C)C)cc1)S(=O)(=O)c1c(C)noc1C	0.6	0.2%	-37.4%	-1.6%	0.3%	-2.4%	15.0%	0.5%	0.0%	2.7	-0.1%
CCc1ccc(NC(=O)COc2ccc(/C=C(/C#N)c3nc4ccccc4[nH]3)cc2OC)cc1	-23.8	-11.8%	2.4%	-18.5%	133.2%[activator]	11.8%	12.9%	-6.4%	1.8%	15.7	2.6%
Cc1cccc(NS(=O)(=O)c2ccc3c(c2)Cc2cc(S(=O)(=O)Nc4cccc(C)c4C)ccc2-3)c1C	16.5	14.4%	-7.3%	19.0%	-9.2%	·	?	-6.9%	0.9%	20.8	0.1%
Cc1[nH]c(=O)c(C#N)c(C)c1CCC(=O)Nc1cc(S(C)(=O)=O)ccc1Cl	-0.6	-9.4%	-2.9%	-4.1%	-4.0%	0.0%	5.3%	1.4%	0.1%	17.4	0.4%
CCOC(=O)c1c(NC(=O)CSc2nncs2)sc(C)c1-c1ccccc1	1.3	-16.3%	2.7%	6.9%	-3.4%	·	?	-1.8%	?	-7.6	1.1%
CCNC(=O)/C(=C\c1ccccc1)NC(=O)/C=C/c1ccccc1	10.3	-4.6%	6.0%	-2.2%	1.6%	·	2.3%	5.2%	-2.3%	17.5	1.2%
CN(C)CCNc1oc(COc2ccc(Cl)cc2Cl)nc1C#N	11.2	-13.8%	-13.9%	2.8%	8.8%	-6.2%	11.1%	2.9%	3.0%	-1.0	-0.2%
COc1ccc(C2C(C(=O)c3ccco3)=C(O)C(=O)N2CC2CCCO2)cc1 (stereo not drawn)	9.6	0.1%	-5.1%	7.9%	-0.8%	6.9%	5.5%	4.5%	4.9%	-5.8	-2.9%
C=CCn1c(=O)c(C(=O)NCCc2ccccc2)c(O)c2ccccc21	-1.5	34.4%[activator]	-6.6%	-0.2%	-6.9%	-4.7%	11.7%	1.1%	3.3%	-19.6	-0.1%
CCOC(=O)C1=C(N)OC2=C(C(=O)CCC2)C1c1cccnc1 (stereo not drawn)	3.9	1.8%	-11.9%	-10.4%	4.6%	-3.8%	?	-2.4%	-5.5%	8.1	1.9%
CCC(=C(c1ccc(OC)cc1)c1ccc(OC)cc1)c1cn(CC(O)CN2CCN(C)CC2)c2ccccc12 (stereo not drawn)	-1.9	-10.3%	-15.5%	-0.8%	-26.5%	-0.9%	-3.9%	0.2%	-6.0%	14.5	0.0%
Cc1noc(C)c1CSc1cc(C)c2ccccc2n1	4.2	-10.6%	3.1%	-1.0%	-5.5%	-0.2%	?	-0.2%	1.9%	-29.4	5.7%
O=C(O)CCCCn1c(SCC(=O)Nc2ccccc2C(F)(F)F)nc2ccsc2c1=O	7.0	2.3%	5.6%	4.4%	11.7%	-17.8%	-5.5%&3.0%	1.4%	-2.5%	10.1	·
CCOC(=O)c1nnn(-c2nonc2N)c1-c1ccccc1	-11.8	0.6%	7.8%	-2.1%	-1.4%	-8.4%	4.7%	-1.5%	1.1%	0.7	-2.2%
O=C(NNC(=O)c1sccc1-n1cccc1)Nc1ccccc1	-5.3	-7.6%	9.4%	0.4%	-5.5%	-0.5%	-3.7%	0.5%	3.1%	-6.1	1.9%

Other compounds.
SMILES	KCNH2 WT inh	Menin-MLL TR inh	Eya2 inh	PKM2 activator	S-ASM inh	MBNL1 CUG block	BCR signal inh	USP2a block	Mito fusion yeast	TSHR antag	GALK inhibitor
O=C(/C=C/c1ccccc1)NCC(=O)N/N=C/c1ccco1	-1.1	·	-9.6%	1.8%	2.5%	-0.7%	4.0%	0.1%	-0.4%	6.1	-2.4%
CC1(C)Cc2c(cnn2-c2cccc(F)c2)C(NC(=O)CN2CCCC2=O)C1 (stereo not drawn)	-2.4	-27.6%	11.5%	·	-3.2%	-0.3%	-1.0%	-1.5%	1.5%	8.8	3.0%
CC1CCN(S(=O)(=O)c2ccc3c(c2)N(CC(=O)NCCCOC(C)C)C(=O)CO3)CC1	-8.5	-25.3%	-7.2%	0.9%	0.9%	-8.8%	3.6%	1.8%	3.2%	36.3	8.5%
CN(CC(=O)Nc1c(Cl)cccc1Cl)C(=O)Cc1ccc2c(c1)CCC2	-2.8	·	0.7%	·	1.1%	·	5.2%	2.1%	14.0%	3.8	·
COc1ccc(OCCNC(=O)c2ccccc2OCC(=O)Nc2ccc(NC(C)=O)cc2)cc1	-5.8	-4.7%	2.1%	-4.3%	4.1%	?	?	-3.6%	0.2%	-15.4	-0.4%
CC(=O)Nc1ccc(NC(=O)c2c(-c3ccccc3)noc2C)cn1	4.1	·	6.6%	-13.3%	0.2%	1.4%	1.9%	0.2%	-0.6%	2.9	-2.2%
CCCn1c(CN2CCN(C(C)=O)CC2)nc2cc(S(=O)(=O)N(C)C)ccc21	4.1	-7.6%	14.2%	-0.4%	12.0%	2.4%	0.5%	-0.4%	?	11.3	-0.7%
